# TDP1 inh: TDP1 (human) enzyme inhibition; recombinant TDP1, AlphaScreen DNA substrate cleavage; Potency, µM (highest dose often 130 µM), for inactives: at the top dose activity change, negative = inhibition, hits mostly inhibitors; 350,000 compounds, 0.28% hits; also: nearly all actives have a fitted effect of over 40% in size
#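 Steps: enzyme plus compound, 15 min RT; add biotin/phosphotyrosine-FITC oligonucleotide (15 nM final), react 5 min; add donor/acceptor beads (10 ug/ml final), 10 min; read AlphaScreen. Tdp1 at 1 nM final.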
# GCN5L2 inh: GCN5L2 (KAT2A) acetyltransferase inhibition | GCN5L2 HAT assay, ThioGlo1 CoA-SH fluorescence | Potency, µM (series often up to 58.9 µM), for inactives: top-dose activity change, negative = inhibition, most hits filed as inhibitors | 390,000 compounds, 0.21% hits | AID 504327
# Target sequence (Q92830 whole entry, looked up): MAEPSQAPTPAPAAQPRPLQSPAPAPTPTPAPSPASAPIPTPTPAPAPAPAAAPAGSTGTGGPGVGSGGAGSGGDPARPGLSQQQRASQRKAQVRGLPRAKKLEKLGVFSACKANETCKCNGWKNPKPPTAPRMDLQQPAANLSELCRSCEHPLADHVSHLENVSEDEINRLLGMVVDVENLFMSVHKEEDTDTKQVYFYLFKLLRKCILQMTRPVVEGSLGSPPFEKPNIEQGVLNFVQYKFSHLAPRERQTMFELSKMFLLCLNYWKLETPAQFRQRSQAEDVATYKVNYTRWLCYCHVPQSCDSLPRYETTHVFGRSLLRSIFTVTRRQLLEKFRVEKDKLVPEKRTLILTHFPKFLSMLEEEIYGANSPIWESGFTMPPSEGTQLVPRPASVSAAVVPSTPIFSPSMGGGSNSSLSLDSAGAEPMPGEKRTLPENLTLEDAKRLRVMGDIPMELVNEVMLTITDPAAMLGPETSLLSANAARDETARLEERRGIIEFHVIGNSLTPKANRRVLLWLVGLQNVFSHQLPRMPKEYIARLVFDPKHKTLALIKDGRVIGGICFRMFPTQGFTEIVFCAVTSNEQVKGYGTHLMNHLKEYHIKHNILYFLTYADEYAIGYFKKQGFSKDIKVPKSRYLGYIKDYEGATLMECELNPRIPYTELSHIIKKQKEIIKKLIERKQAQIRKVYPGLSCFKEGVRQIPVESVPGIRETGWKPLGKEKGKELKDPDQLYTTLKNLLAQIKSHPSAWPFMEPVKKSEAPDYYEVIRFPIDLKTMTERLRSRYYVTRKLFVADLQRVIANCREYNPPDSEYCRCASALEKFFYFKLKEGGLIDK
#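 qHTS, 1536-well. 20nM enzyme, pH 7.5 HEPES/EDTA/Tween-20 buffer; 15 min compound preinc., RT. Start: 75uM H3(1-25), 70uM AcCoA, 50uM ThioGlo1. Read Ex340/Em540 at t=0 (autofluorescence flag) and t=20 min.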
# DT40 TDP1 no CPT: qHTS for Inhibitors of human tyrosyl-DNA phosphodiesterase 1 (TDP1): qHTS in cells in absence of CPT; AID 686978, 2013; 420,000 compounds, 15% hits; DT40 Tdp1-/- hTDP1 cells, no CPT, ATP luminescence, 48 h; Potency, µM (top dose mostly 46.2 µM), inactives show at the top dose activity change, negative = growth inhibition, hits mostly inhibitors; also: nearly all actives have a fitted effect of over 55% in size
#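 Camptothecin absent (DMSO only). Human TDP1-complemented DT40 knockout cells, 400 cells/well, 37 °C for minimum 48 hr; ATP measured via CellTiter-Glo, 30 min dark incubation, luminescence.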
# Numbers without * were called inactive; ? = inconclusive; . = no result given; & = joins results of further samples; [ ] = dose if it differs, or a comment. Calls follow the shape of the dose curve; as a rule, active = well fitted curve in the direction sought with a large enough effect; inconclusive = small, poorly fitted or top-dose-only effect, or another doubt; inactive = no such curve, though single readings can be large; an effect the other way counts as inactive or inconclusive. % is scaled to controls: 0 for no effect and ±100 for the full control effect; potency is read from the fitted curve at half-maximal effect. Some of the compounds tested; the hit share may differ from the screen's.
# Fields – GCN5L2 inh, DT40 TDP1 no CPT, TDP1 inh
1: Cc1ccc(S(=O)(=O)N2CCCCC2CCNC(=O)C(=O)Nc2ccccc2F)cc1 (centres undefined)
→ -11%, 5.8µM*, 0%
2: Cc1cc(Br)ccc1NC(=O)C(C)c1ccc([N+](=O)[O-])cc1 (centres undefined)
→ -3%, 26µM*, 0%
3: Cc1cc(C(=O)N(NC(=O)C(C)C)c2ccccc2)cs1
→ -11%, -11%, 1%
4: Cc1ccc(NS(=O)(=O)c2cccc(C(=O)N/N=C/c3c(C)nn(-c4ccccc4)c3N3CCCC3)c2)c(C)c1
→ -9%, ?, 5%
5: Cc1cc(C)nc(OC(=O)c2c(Cl)cc(Cl)cc2Cl)n1
→ -3%, -22%, 3%
6: O=C(Nc1nc2ccc([N+](=O)[O-])cc2s1)c1ccc(S(=O)(=O)N2CCCc3ccccc32)cc1
→ 1%, 4.1µM*, 2%
7: CCC(Sc1nc2cc3c(cc2c(=O)n1CCCC(=O)NCc1ccc(OC)cc1)OCO3)C(=O)NCCCOC (centres undefined)
→ -5%, ?, 1%
8: O=C1CC(C(=O)Nc2ccc(F)cc2)n2cnnc2N1 (centres undefined)
→ -5%, 4%, 0%
9: NC(=O)c1c(NC(=O)c2ccco2)sc2c1CCC2
→ -8%[0.501 µM], -20%, -4%
10: CC(C)C(=O)N1CC(=O)Nc2ccc(F)cc2C1c1ccc(F)cc1 (centres undefined)
→ 27%, -25%, .
11: Cc1cc(C)cc(NC(=O)N2CCC(NC(=O)c3ccccc3C)CC2)c1
→ -1%, -19%, 1%
12: CCOC(=O)C1CCCN(S(=O)(=O)c2cn(C)c(=O)n(C)c2=O)C1 (centres undefined)
→ -8%, -23%, 4%
13: Cc1ccc(C)n1-c1ccc(-c2nnc3n2CCCCC3)s1
→ -7%, -27%, 3%
14: CCOCCCn1c(=NC(C)=O)c(C(=O)OCC)cc2c(=O)n3ccccc3nc21
→ -18%, 2%&-23%, 4%
15: COC(=O)Cn1ncc2c3ccccc3n(C)c2c1=O
→ 3%, -24%, 4%
16: Cc1ccc(-c2nc(CN3CCCCC3c3cccc(F)c3)c(C)o2)o1 (centres undefined)
→ 22%, ?, 4%
17: CCc1nc2c(sc3nc(N4CCOCC4)c4c(c32)CC(C)(C)OC4)c(=O)o1
→ -3%, ., -2%
18: Cc1cc(C(=O)Nc2ccc(N3CCCCC3)cc2)no1
→ -8%, -23%, 8%
19: CCOc1ccc(-n2c(SCC(=O)NC(C)CC)nc3n[nH]c(C)c3c2=N)cc1 (centres undefined)
→ 1%, 18µM*, -1%
20: CC1(C)COCN1C(=O)c1ccc(Cl)c(Cl)c1
→ -2%, 5%, 2%
21: CN(C(=O)CC1C(=O)NCCN1Cc1c(F)cccc1Cl)C1CCOCC1 (centres undefined)
→ -2%, 25%, 3%
22: CC(C)(C)OC(=O)N1CCCC(C(=O)Nc2cccc(C(=O)N3CCCC3)c2)C1 (centres undefined)
→ 0%, -21%, 1%
23: CC(O)CCC(=O)NNC1=CC(=O)CC(C)(C)C1 (centres undefined)
→ 5%, ., 4%
24: N#CCSc1nc(-c2ccccc2)nc2ccccc12
→ -8%, -23%, 0%
25: COc1ccc2c(Cl)c(C(=O)NC3CCS(=O)(=O)C3)sc2c1 (centres undefined)
→ -9%, ?, -1%
26: CC(=O)C1=C(C)N(Cc2ccccc2)C(=O)N[C@H]1c1cccc(F)c1
→ ., 4%, 3%[21 µM]
27: CSc1nnc(-c2ccccc2Cl)n1N
→ -4%, -19%, 7%
28: Cc1c(Cl)cccc1NC(=O)C(=O)NNS(=O)(=O)c1ccc(F)cc1
→ ?, -1%, 2%
29: COc1cc(C2Nc3cccc4cccc(c34)N2)ccc1OC(C)=O
→ -19%, 16µM*, -2%
30: Cc1cccc(NC(=O)CN(c2ccc(C(C)C)cc2)S(=O)(=O)c2c(C)nn(C)c2C)c1C
→ -12%, ?, 12%
31: COc1ccc(C)cc1NC(=O)c1cc2c(=O)n(Cc3cccnc3)ccc2nc1C
→ -7%, -15%, 6%
32: COc1ccc(C2/C=C\CC(NS(=O)(=O)c3ccc(C)cc3)CC(=O)N2Cc2ccccc2F)cc1 (centres undefined)
→ -9%, ?, 2%[56.1 µM]
33: O=C(CSc1nnc2c(n1)[nH]c1ccc(F)cc12)NCc1ccc(F)cc1
→ -18%, 4%, -13%
34: COc1cc(Cl)c(C)cc1NC(=O)CC1Oc2ccccc2NC1=O (centres undefined)
→ 0%, ?, 0%
35: CCN1CCN(c2cc(C)c3cc(NC(=O)c4ccc(C)c(C)c4)ccc3n2)CC1
→ 1%, 18µM*, .
36: OCC1(Cc2cccc(Cl)c2)CCCN(Cc2cnn(-c3ccccc3)c2)C1 (centres undefined)
→ -3%, 13µM*, -2%
37: CCC(=O)Oc1ccc(NC(=O)c2ccco2)cc1
→ -3%, ?, -1%
38: CC(=O)NC(=S)Nc1cc(C(F)(F)F)ccc1N1CCOCC1
→ -1%, ?, -1%
39: CN(C1=C(N2CCOCC2)C(=O)c2ccccc2C1=O)c1ccccc1
→ -1%, 16µM*, 14%
40: COc1ccc(/C=C/c2nc3cc(-c4ccccc4)ccc3o2)cc1O
→ -18%, 9.2µM*, -5%
41: Cc1ccc(-n2c(SCC(=O)N/N=C/c3ccc(C)s3)nnc2-c2ccccc2)cc1
→ -13%, ?, 5%
42: Cc1ccc(NC(=O)Cn2c(-c3cncs3)nc3ccccc32)cc1Br
→ -4%, ?, 9%
43: O=C(O)/C(=C1\OC(=O)c2ccccc21)c1ccccc1
→ -6%, ?, -6%[56.1 µM]
44: CC(C)C1Nc2ccc(C(=O)O)cc2C2C=CCC21 (centres undefined)
→ -23%, 2%, 4%
45: CC/C(C)=N/Nc1cccc([N+](=O)[O-])c1
→ 7%, 5%, 7%

# 21 structures out of the list, arranged by molecular weight, low to high.
# Fields – GCN5L2 inh, DT40 TDP1 no CPT, TDP1 inh
45: CC/C(C)=N/Nc1cccc([N+](=O)[O-])c1
→ 7%, 5%, 7%
27: CSc1nnc(-c2ccccc2Cl)n1N
→ -4%, -19%, 7%
23: CC(O)CCC(=O)NNC1=CC(=O)CC(C)(C)C1 (centres undefined)
→ 5%, ., 4%
37: CCC(=O)Oc1ccc(NC(=O)c2ccco2)cc1
→ -3%, ?, -1%
24: N#CCSc1nc(-c2ccccc2)nc2ccccc12
→ -8%, -23%, 0%
29: COc1cc(C2Nc3cccc4cccc(c34)N2)ccc1OC(C)=O
→ -19%, 16µM*, -2%
26: CC(=O)C1=C(C)N(Cc2ccccc2)C(=O)N[C@H]1c1cccc(F)c1
→ ., 4%, 3%[21 µM]
40: COc1ccc(/C=C/c2nc3cc(-c4ccccc4)ccc3o2)cc1O
→ -18%, 9.2µM*, -5%
38: CC(=O)NC(=S)Nc1cc(C(F)(F)F)ccc1N1CCOCC1
→ -1%, ?, -1%
39: CN(C1=C(N2CCOCC2)C(=O)c2ccccc2C1=O)c1ccccc1
→ -1%, 16µM*, 14%
25: COc1ccc2c(Cl)c(C(=O)NC3CCS(=O)(=O)C3)sc2c1 (centres undefined)
→ -9%, ?, -1%
34: COc1cc(Cl)c(C)cc1NC(=O)CC1Oc2ccccc2NC1=O (centres undefined)
→ 0%, ?, 0%
33: O=C(CSc1nnc2c(n1)[nH]c1ccc(F)cc12)NCc1ccc(F)cc1
→ -18%, 4%, -13%
28: Cc1c(Cl)cccc1NC(=O)C(=O)NNS(=O)(=O)c1ccc(F)cc1
→ ?, -1%, 2%
22: CC(C)(C)OC(=O)N1CCCC(C(=O)Nc2cccc(C(=O)N3CCCC3)c2)C1 (centres undefined)
→ 0%, -21%, 1%
35: CCN1CCN(c2cc(C)c3cc(NC(=O)c4ccc(C)c(C)c4)ccc3n2)CC1
→ 1%, 18µM*, .
31: COc1ccc(C)cc1NC(=O)c1cc2c(=O)n(Cc3cccnc3)ccc2nc1C
→ -7%, -15%, 6%
42: Cc1ccc(NC(=O)Cn2c(-c3cncs3)nc3ccccc32)cc1Br
→ -4%, ?, 9%
41: Cc1ccc(-n2c(SCC(=O)N/N=C/c3ccc(C)s3)nnc2-c2ccccc2)cc1
→ -13%, ?, 5%
30: Cc1cccc(NC(=O)CN(c2ccc(C(C)C)cc2)S(=O)(=O)c2c(C)nn(C)c2C)c1C
→ -12%, ?, 12%
32: COc1ccc(C2/C=C\CC(NS(=O)(=O)c3ccc(C)cc3)CC(=O)N2Cc2ccccc2F)cc1 (centres undefined)
→ -9%, ?, 2%[56.1 µM]

# New compounds follow:
# Fields – GCN5L2 inh, DT40 TDP1 no CPT, TDP1 inh
46: COC(=O)c1ccc(N2CCN(c3ccccc3)CC2)nc1
→ 25%, 1%, .
47: O=C(NCC1CCCN(C(=O)c2cscn2)C1)c1ccc(-c2ccccc2)cc1 (centres undefined)
→ -2%, 21µM*, -5%
48: Cc1ccnc(NC(=O)c2cccc(S(=O)(=O)N3CCCc4ccccc43)c2)c1
→ -7%, 21µM*, 0%[0.505 µM]
49: COc1ccccc1Cn1c(=O)oc2ccc(C)cc21
→ -3%, -14%, .
50: Cc1cc(C(=O)Nc2ccc3c(c2)CCC3)c2ccccc2n1
→ -7%, ?, 0%
51: COc1cc(-c2noc(C)c2C#Cc2ccccn2)cc(OC)c1OC
→ -25%, 1µM*, .
52: Cn1c(SCC(=O)NN2C(=O)NC(C)(c3ccccc3)C2=O)nnc1-c1ccncc1 (centres undefined)
→ -5%, 29µM*, 0%
53: COc1ccc(S(=O)(=O)N(Cc2ccccc2)Cc2nc(-c3ccccc3)no2)cc1
→ -5%, 18µM*, 2%
54: O=[N+]([O-])c1cccc(/C=N/NS(=O)(=O)c2ccccc2)c1
→ -16%, -27%, 5%
55: COc1ccc(CNC(=O)CCc2nc3cccnc3n2Cc2ccc(OC)cc2)cc1
→ -5%, -18%, 7%
56: O=c1c2cc(N3CCOCC3)ccc2[nH]c(=S)n1Cc1ccco1
→ ?, 21µM*, -5%
57: CSc1ccc(/C=N/NC(=O)CNc2cccc3ccccc23)cc1
→ -2%, 6%, 1%
58: COc1ccc(CNS(=O)(=O)c2cc(-c3cc(C)no3)ccc2C)cc1OC
→ -6%, -21%, 1%
59: CN(C)C(=O)CCC(=O)N1CCCC(C(=O)c2ccc3c4c(cccc24)CC3)C1 (centres undefined)
→ -2%, 15µM*, 0%
60: COc1ccc(-c2c(-c3ccc(OC)cc3O)nc(C)nc2C(F)(F)F)cc1
→ -9%, ?, .

# Retrieved by structure from the list above, two records:
# Fields – GCN5L2 inh, DT40 TDP1 no CPT, TDP1 inh
42: Cc1ccc(NC(=O)Cn2c(-c3cncs3)nc3ccccc32)cc1Br
→ -4%, ?, 9%
35: CCN1CCN(c2cc(C)c3cc(NC(=O)c4ccc(C)c(C)c4)ccc3n2)CC1
→ 1%, 18µM*, .

# (listing goes on)
# Fields – GCN5L2 inh, DT40 TDP1 no CPT, TDP1 inh
61: O=C(CSc1cccc[n+]1[O-])Nc1ccc(Br)cc1Br
→ -5%, -1%, -1%
62: NNC(=S)NC1CC2CC1C1C=CCC21 (centres undefined)
→ -5%, ?, 8%
63: O=C(N/N=C/c1c[nH]c2ccccc12)c1sc2ccccc2c1Cl
→ -14%, ?, 11%
64: Cc1ccc(Cn2c(CO)cnc2SCC(=O)Nc2cccc(F)c2)cc1
→ 2%, -5%, 3%
65: Cc1ncsc1C(=O)Nc1nc2c(s1)CC(C)CC2 (centres undefined)
→ -5%, ?, 3%
66: CC(=O)Nc1ccc(C(=O)CCl)cc1
→ -13%, 2.1µM*, 3%&14%
67: Cc1ccc(C(OCCN(C)C)c2cccc(C(F)(F)F)c2)cc1 (centres undefined)
→ -5%, 23µM*, 2%
68: CCCc1nnc(SCC(=O)N2CCCCC2C)n1CC (centres undefined)
→ 2%, -8%, -4%
69: Cc1cc2cc(CN(Cc3cccs3)Cc3nnnn3CC3CCCO3)c(=O)[nH]c2cc1C (centres undefined)
→ -13%, 21µM*, 2%
70: Cc1ccccc1-c1nc2c(c(SCc3cccc(Cl)c3)n1)Cc1c(CO)cnc(C)c1O2
→ -2%, 2%, -3%
71: CC1CCN(C(=O)COC(=O)c2ccc(F)c(S(=O)(=O)N3CCOCC3)c2)CC1
→ 2%, -7%, 1%
72: Cc1ccc(N(C(=O)c2csnn2)C(C(=O)NC(C)(C)C)c2ccncc2)cc1 (centres undefined)
→ -8%, -9%, -2%
73: COc1ccccc1CNC(=O)c1ccc(CS(=O)(=O)c2c(Cl)cccc2Cl)o1
→ -4%, ?, 5%
74: COCCNC(=O)NC(=O)COC(=O)c1cccn1C
→ -6%, 3%, 8%
75: CSCCC(NC(=O)c1ccco1)C(=O)NCC1CCCO1 (centres undefined)
→ -1%, 3.3µM*, 0%
76: COC(=O)C(C)(C(=O)OC)c1ccc(C(F)(F)F)cc1[N+](=O)[O-]
→ 0%, 4%, 3%
77: COc1ccc2cc3cc(C(=O)Nc4ccccc4N4CCN(C)CC4)oc3nc2c1
→ ?, 4.6µM*, 1%
